G6PDH counter: inhibits Leuconostoc G6PDH, flagging false hits in G6PDH-based assays | Purified L. mesenteroides G6PDH, diaphorase/resazurin coupled fluorescence, 45 min | inhibition, % at 5 µM | actives 0.12% (n = 200,000) | AID 1020; in the data active = inhibition above about 50%
TNAP act hi DEA: activators of human TNAP at high phosphate acceptor concentration; purified TNAP, CDP-star luminescence, 1 M DEA, 30 min; stronger effect = higher value; 0 = EDTA background, 1 = DMSO-only activity; activation factor at 20 µM; P05186; 200,000 tested, under 10 active;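 active = activation factor at least 2 at 20 µM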
Target sequence (P05186 whole entry, looked up): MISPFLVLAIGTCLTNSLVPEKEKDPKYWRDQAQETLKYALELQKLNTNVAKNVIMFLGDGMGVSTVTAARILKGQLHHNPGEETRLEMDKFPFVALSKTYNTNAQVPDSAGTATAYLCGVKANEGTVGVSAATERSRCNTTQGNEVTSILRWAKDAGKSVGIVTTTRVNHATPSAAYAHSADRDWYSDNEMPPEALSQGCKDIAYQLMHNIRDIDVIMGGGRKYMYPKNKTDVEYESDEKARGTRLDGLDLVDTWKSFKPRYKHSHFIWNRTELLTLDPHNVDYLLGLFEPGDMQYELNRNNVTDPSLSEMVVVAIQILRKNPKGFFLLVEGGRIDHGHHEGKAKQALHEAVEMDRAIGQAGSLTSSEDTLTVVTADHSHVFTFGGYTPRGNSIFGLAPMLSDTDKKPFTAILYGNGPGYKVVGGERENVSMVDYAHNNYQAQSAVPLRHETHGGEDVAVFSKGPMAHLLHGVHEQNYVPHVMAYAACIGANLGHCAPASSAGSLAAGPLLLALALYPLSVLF
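Test system – human TNAP · Doses – 20 µM single point · Incubation – 30 min, room temperature · Signal – luminescent substrate turnover signal · Read-out basis – activation factor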
FLuc stim CS: affects firefly luciferase, flagging false hits in luciferase stimulation screens; P08659; activation factor at 10 µM; ATPlite luciferase biochemical, luminescence, 10 min; 0 = ATP-free wells, 1 = DMSO control; 200,000 tested, under 10 active;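 active = luciferase activation factor, scaled between plate controls, of at least 2 with compound at 10 µM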
Target sequence (P08659 whole entry, looked up): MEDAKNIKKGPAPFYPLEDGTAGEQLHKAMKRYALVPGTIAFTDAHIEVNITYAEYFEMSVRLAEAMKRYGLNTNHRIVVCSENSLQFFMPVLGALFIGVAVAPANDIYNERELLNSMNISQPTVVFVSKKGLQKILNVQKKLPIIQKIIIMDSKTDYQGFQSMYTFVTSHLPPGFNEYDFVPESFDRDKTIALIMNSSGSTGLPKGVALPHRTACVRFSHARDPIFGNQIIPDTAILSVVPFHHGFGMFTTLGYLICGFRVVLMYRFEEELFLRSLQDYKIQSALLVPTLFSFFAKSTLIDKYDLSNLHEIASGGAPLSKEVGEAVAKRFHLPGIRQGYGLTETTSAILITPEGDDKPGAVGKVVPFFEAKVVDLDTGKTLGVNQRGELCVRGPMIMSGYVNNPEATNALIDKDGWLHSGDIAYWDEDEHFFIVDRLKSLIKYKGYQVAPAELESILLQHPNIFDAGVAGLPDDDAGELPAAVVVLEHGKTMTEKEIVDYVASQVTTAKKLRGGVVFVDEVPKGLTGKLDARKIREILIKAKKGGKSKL
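System: Luciferase/luciferin detection reagent, cell-free biochemical luciferase assay | Medium: PBS buffer for ATP | Dosing: Test compounds dosed from 2 mM stocks in 100% DMSO | Timing: 10 min at ambient temperature | Signal: Luminescence measurement of luciferase light output | Evaluation: Luciferase activation, seen as luminescence increase over controls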
Diaphorase act: diaphorase activation or chemical reduction counter-screen; Diaphorase/resazurin coupled assay, resorufin fluorescence, 16 min; stronger effect = higher value; 1 = vehicle wells, 0 = NADH-free wells; activation factor at 20 µM; actives 0.005% (n = 190,000);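 active = diaphorase activity raised at least twofold by the compound at 20 µM; inactive = activation factor below 2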
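Material: Purified diaphorase enzyme from Clostridium kluyveri | Buffer or medium: 50 mM HEPES pH 7.4 with 4.542 mM MgCl2, 0.005% Tween 20 | Times: 16 min enzyme reaction, ambient temperature | Signal: Red resorufin fluorescence at 544/590 nm excitation/emission | Measure: Increased resorufin signal from activators or reducing compounds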
Diaphorase inh: inhibits diaphorase or chemically oxidizes, flagging diaphorase assay artifacts; diaphorase resazurin-to-resorufin fluorescence, NADH, 16 min; bacterial (C. kluyveri) enzyme, not human; inhibition, % at 20 µM; actives 0.69% (n = 190,000); AID 1217;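 active = primary screen inhibition at 20 µM above a set limit, cut at about 50% in these data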;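 also: plate controls were DMSO with full reaction for no effect and wells lacking NADH for full effect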
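Detection: fluorescence of resorufin formed from resazurin, Ex 544/Em 590 nm; test system: Clostridium kluyveri diaphorase enzyme; amount: 0.14 U/mL diaphorase, enzyme working solution; times: 16-min room-temperature incubation before reading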
TNAP inh no acc: inhibitors of human TNAP without phosphate acceptor; P05186; purified TNAP, CDP-star luminescence, 30 min; inhibition, % at 20 µM; actives 0.26% (n = 200,000);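 active = tissue-nonspecific alkaline phosphatase inhibition above about 50% at 20 µM in the single-dose screen, limit read from the data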;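 also: 0% = DMSO negative control and 100% = EDTA positive control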
PMI act: activators of human phosphomannose isomerase. P34949. purified human PMI, coupled resazurin fluorescence, 20 min; stronger effect = higher value; 1 = vehicle control, 0 substrate-free wells. activation factor at 20 µM. actives 0.005% (n = 190,000). AID 1214;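 active = activation factor of 2 or more at 20 µM, relative to plate controls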
PMI act satM6P: activators of human phosphomannose isomerase at near-saturating mannose 6-phosphate; P34949; coupled PMI enzyme assay, resazurin fluorescence, 20 min; stronger effect = higher value; 1 = untreated enzyme, 0 = substrate-free blank; activation factor at 20 µM; actives 0.34% (n = 190,000); AID 1216;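 active = activation factor of 2 or more at 20 µM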
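Technique: Diaphorase-driven resazurin-to-resorufin fluorescence, excitation 544, emission 590 nm | Assay system: Human PMI in coupled enzyme assay | Times: Enzyme reaction with compound 20 min at room temperature | Medium: HEPES-buffered pH 7.4 with magnesium and detergent | Reagent: Mannose-6-phosphate 1.0 mM (near-saturating) plus 0.22 mM NADP+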
HMGR II inh: inhibitors of class II HMG-CoA reductase from Enterococcus faecalis | actives 0.41% (n = 190,000) | purified E. faecalis HMGR, NADPH absorbance 340 nm kinetic | inhibition, % at 10 µM;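 active = inhibition above a set limit, the median over all tested compounds plus 3 SD, cut at about 9.5% in these data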;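 also: enzyme runs in reverse so mevalonate oxidation gives rising NADPH absorbance; 0% = complete reaction with DMSO and 100% = background rate lacking mevalonate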
TNAP inh hiacc: TNAP (human) inhibition, high acceptor; actives 0.03% (n = 200,000); AID 1135; purified TNAP, CDP-star luminescence, 1 M DEA; inhibition, % at 20 µM; P05186;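 active = over 50% inhibition of tissue-nonspecific alkaline phosphatase at 20 µM in the single-dose screen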;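 also: plate controls were DMSO wells for no effect and EDTA-quenched wells as full inhibition for full effect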
Numbers without * were called inactive; nt = not tested or not shown.

SMILES	G6PDH counter	TNAP act hi DEA	FLuc stim CS	Diaphorase act	Diaphorase inh	TNAP inh no acc	PMI act	PMI act satM6P	HMGR II inh	TNAP inh hiacc
CC(C)Oc1ccc(Cc2cnc(N)nc2N)cc1	-1	0.9	0.9	1.1	-7	-2	1	1	0	8
CC(Sc1nnc(Cc2ccc3c(c2)OCO3)o1)C(N)=O (stereo unspecified)	10	1	1	0.9	6	-5	1	1	-1	-2
C=CCc1cccc2cc(C(=O)NC3CCCC3)c(=O)oc12	3	1	1	0.8	19	3	0.9	0.7	-4	-2
COc1ccc(/C=C/C(=O)c2oc3ccc(F)cc3c2C)cc1	-2	1	0.9	0.9	11	-2	0.9	0.8	-6	0
CCOC(=O)c1c(-c2ccc(C)s2)csc1NC(=O)c1cccs1	4	1	1	0.9	9	-12	1	1	1	-3
CSCC[C@H](NC(=O)c1cc([N+](=O)[O-])ccc1Cl)c1nc2ccccc2[nH]1	1	1	1	0.8	23	3	0.8	0.9	-5	0
O=C1CCCN1CCCNc1ncnc2c1[nH]c1ccccc12	10	1	1	0.9	12	-8	1.1	1	3	-2
O=C(Nc1ccc(F)cc1F)Nc1ccc(F)cc1F	6	1	1	1	3	-4	1	1	-3	-1
CC1=NN(c2ccccc2)C(=O)/C1=C/C=C/c1ccc(N(C)C)cc1	5	0.5	0.7	0.7	30	50*	0.9	0.8	-8	54*
Cc1cc(C)c(OCCCCNCc2ccccc2)c(Cl)c1	6	1	1.1	1	4	-16	0.9	1	-8	-3
CCCCNC1=C(Br)C(=O)CC(C)(C)C1	-5	1	1.1	0.8	18	-12	0.9	0.9	1	-2
CC(C)Cn1c(N)c(C(=O)CSc2nnnn2C)c(=O)n(C)c1=O	6	1.1	1.1	0.9	10	-4	1.1	1.1	-3	-7
COCCn1c(C)cc(C(=O)CSc2nc3ccccc3c(=O)n2C(C)COC)c1C (stereo unspecified)	-1	0.9	1	0.9	12	3	0.9	1	-3	7
O=C(NCc1ccccc1)C1=C[C@H](c2ccc(Br)cc2)C[C@H](OCc2ccc(CO)cc2)O1	12	1	1	0.8	24	-5	0.8	0.6	-1	-3
CCCCOC(=O)C(C#N)c1nc2ccccc2nc1N1CCN(Cc2ccc3c(c2)OCO3)CC1 (stereo unspecified)	-3	1	1.1	0.8	20	2	0.9	0.6	-1	1
O=C(NC(=S)N(CCO)Cc1ccccc1)c1cc(Br)ccc1Cl	-2	1	1.1	0.9	13	0	0.9	0.9	5	0
Cc1ccccc1-c1nnc(Cc2ccccc2)o1	14	1	0.8	0.9	6	0	1.1	1	4	-4
O=C(O)/C=C/C(=O)Nc1ccccc1SC(F)(F)C(F)(F)C(F)(F)F	5	1	1	0.8	20	-6	1	1	4	-4
CCOC(=O)CNc1c(-c2ccccc2)nc2ccc(Cl)cn12	10	1	0.8	0.8	25	-10	0.8	0.8	4	-3
CNC(=O)C1CC(=O)N/C(=N/N=C(\C)c2cccs2)S1 (stereo unspecified)	5	1	1	1	-2	-7	1.1	1.1	-1	2

Just PMI act satM6P, Diaphorase act and TNAP inh no acc, for some of the entries so far:
| smiles | PMI act satM6P | Diaphorase act | TNAP inh no acc |
| --- | --- | --- | --- |
| O=C(NCc1ccccc1)C1=C[C@H](c2ccc(Br)cc2)C[C@H](OCc2ccc(CO)cc2)O1 | 0.6 | 0.8 | -5 |
| CCCCOC(=O)C(C#N)c1nc2ccccc2nc1N1CCN(Cc2ccc3c(c2)OCO3)CC1 (stereo unspecified) | 0.6 | 0.8 | 2 |
| O=C(NC(=S)N(CCO)Cc1ccccc1)c1cc(Br)ccc1Cl | 0.9 | 0.9 | 0 |
| Cc1ccccc1-c1nnc(Cc2ccccc2)o1 | 1 | 0.9 | 0 |
| O=C(O)/C=C/C(=O)Nc1ccccc1SC(F)(F)C(F)(F)C(F)(F)F | 1 | 0.8 | -6 |
| CCOC(=O)CNc1c(-c2ccccc2)nc2ccc(Cl)cn12 | 0.8 | 0.8 | -10 |

The results go on.
SMILES	G6PDH counter	TNAP act hi DEA	FLuc stim CS	Diaphorase act	Diaphorase inh	TNAP inh no acc	PMI act	PMI act satM6P	HMGR II inh	TNAP inh hiacc
COC(=O)Cc1c(O)ccn(Cc2ccc(Cl)c(Cl)c2)c1=O	1	1	1	0.9	5	-6	1	1	-1	0
O=C(NCc1cccc(C(F)(F)F)c1)C1CCCN(c2ncccn2)C1 (stereo unspecified)	2	1	1	1	-4	-13	1	1.1	-2	0
Cc1cccc(-c2cc(C(=O)N3CCCc4ccccc43)c3ccccc3n2)c1	22	1	0.8	0.9	10	0	0.8	0.9	-5	-1
CN1CCN(c2ncnc3c2[nH]c2ccc(F)cc23)CC1	-21	1	1	0.9	15	-10	1	1	-4	-1
CN(C)S(=O)(=O)c1ccc(N2CCN(S(=O)(=O)c3ccc(F)cc3)CC2)c(Cl)c1	3	1.1	1.1	0.8	17	13	0.9	0.9	-2	-6
Cc1cc(C)c(S(=O)(=O)NCCn2ccc3ccccc32)c(C)c1	-13	1	1.1	0.9	14	2	0.8	0.9	-6	-3
COc1ccc(S(=O)(=O)NCc2csc(C)n2)cc1	14	1	1.1	0.9	7	-16	1	1.1	-4	-3
CC(C)CCNC(=O)COC(=O)/C=C/c1ccc2ccccc2n1	0	1	1	1.2	-17	-4	1.1	1.1	4	0
Cc1cc(C)n(S(=O)(=O)c2cc(C(=O)O)c(Cl)cc2Cl)n1	-7	1	1	0.9	12	-7	0.9	0.9	nt	-2
COc1ccc(C(=O)Nc2ccc(Oc3ncnc4sc(-c5ccccc5)cc34)cc2)cc1OC	1	1	1.1	0.9	13	2	1	1	-6	-4
CN(C)S(=O)(=O)c1cccc(C(=O)OCC(=O)c2ccc3c(c2)NC(=O)CO3)c1	8	1	1	1	-5	-7	1.1	1	-6	-2
CCc1ccc(NC(=O)N(CCCN2CCOCC2)C(C)c2cc3cccc(OC)c3o2)cc1 (stereo unspecified)	3	1.1	1.1	0.9	6	-3	0.9	0.9	-1	-5
Cc1cc(C)n(CC(=O)NN)n1	4	1	1.1	1	0	-6	1.1	1.1	-3	-2
Cc1ccc2nc(SCC(=O)N3c4ccccc4CC3C)c(C)cc2c1 (stereo unspecified)	11	1	1	0.9	10	-6	0.9	0.9	-2	-3
CCOC(=O)N1CCC(=NNC(=O)COc2cccc(C)c2)CC1	-6	1	1	1	4	-2	0.9	1	5	1
COc1ccc(-n2c(Cn3c(=O)sc4ccccc43)nnc2SCC(=O)N2CCCC2)cc1	-4	1.1	1.1	0.9	8	5	1	1	-2	-9
CCOc1ccc(-c2nc(N)ncc2Oc2ccccc2Br)c(O)c1	6	1	1	0.7	28	-7	0.8	0.8	0	-3
Cc1nc2ccccn2c1/C(O)=C1\C(=O)C(=O)N(CCN2CCOCC2)C1c1ccncc1 (stereo unspecified)	2	1	1.1	1	0	3	1.2	1.4	-3	-5
CC(C)(C)NC(=O)c1ccc(Cn2cc(C(F)(F)F)ccc2=O)cc1	9	1	1	1	3	-6	1	1	2	1
Cn1c(=O)[nH]c(=O)c2c1ncn2CCN1CCOCC1	-5	1	1.1	0.8	18	-9	0.9	0.9	-1	-4

Fetched one by one from above, 2 records:
SMILES	G6PDH counter	TNAP act hi DEA	FLuc stim CS	Diaphorase act	Diaphorase inh	TNAP inh no acc	PMI act	PMI act satM6P	HMGR II inh	TNAP inh hiacc
Cn1c(=O)[nH]c(=O)c2c1ncn2CCN1CCOCC1	-5	1	1.1	0.8	18	-9	0.9	0.9	-1	-4
Cc1cc(C)n(CC(=O)NN)n1	4	1	1.1	1	0	-6	1.1	1.1	-3	-2

Continued.
SMILES	G6PDH counter	TNAP act hi DEA	FLuc stim CS	Diaphorase act	Diaphorase inh	TNAP inh no acc	PMI act	PMI act satM6P	HMGR II inh	TNAP inh hiacc
COc1cc(-c2cc(C(=O)Nc3ccccc3N3CCOCC3)c3ccccc3n2)cc(OC)c1OC	-7	1	1.1	0.7	27	-15	0.9	0.8	-2	-4
O=C(NCc1ccco1)c1cnccn1	12	1	1	1.2	-21	2	1.4	1.4	-6	-3
Cc1ccc(C(=O)/C=C\C(=O)c2ccc(C)cc2)cc1	-4	1	1	0.9	12	-4	1	1	-3	-4
O=C(Nc1ccc2c(c1)OCO2)C1CCCN(c2nc3ccccc3s2)C1 (stereo unspecified)	4	1	1	0.8	19	-17	0.9	0.8	-2	-3
CCOC(=O)C1(Cc2ccccc2Cl)CCN(Cc2csc(C(C)=O)c2)CC1	13	1	1	0.8	20	-3	0.8	0.8	-7	2
O=C(O)c1cc2cc(Cl)ccc2oc1=O	-1	1.1	1.1	1.1	-6	-12	1	1.1	-1	-6
O=C(O)c1cccc(NC(=S)N/N=C/c2c[nH]c3ccccc23)c1	9	1	0.7	0.9	6	-33	1	1	-2	1
CCN(CC)CCNC(=O)CCc1n[nH]c(=O)c2ccccc12	2	1	1	0.9	8	-8	1	1	4	0
Cc1ccc(C)c(S(=O)(=O)NCCCN2CCOCC2)c1	2	1.1	1.1	1	3	-8	1	1	-4	-6
COc1cnc(-c2cccc(C(F)(F)F)c2)nc1OC	2	1	1	1	4	-9	1	1	-9	-1
C=CCOC(=O)C1=C[C@H](c2coc3ccccc3c2=O)C[C@H](OCc2ccc(CO)cc2)O1	10	1.1	1	0.9	8	-7	1	1.1	-4	-8
O=C(NCCN1CCOCC1)c1cccnc1SCc1ccccc1Cl	11	1	1	0.9	10	-7	0.9	1	1	0
c1ccc(-n2nnnc2SCCCSc2nc3ccccc3s2)cc1	-4	1.1	1.1	0.8	18	-15	0.9	1	-3	-8
FC(F)(F)c1nnc2sc(-c3ccco3)nn12	4	1.1	1	1.1	-6	-10	1	1	1	-5
Cc1ccc(C)c2[nH]c(=O)c(CN(CCN3CCOCC3)Cc3nnnn3CC3CCCO3)cc12 (stereo unspecified)	4	1.1	1.1	0.9	7	-14	1	1	-1	-6
CC1(C)CC(=O)C(C2(O)C(=O)N(Cc3ccccc3)c3ccccc32)CO1 (stereo unspecified)	10	1	1.1	0.8	19	-6	0.8	0.8	-7	-1
COc1ccc(C(NC(=O)c2ccccc2F)NC(=O)c2ccccc2F)cc1	4	1	1	0.9	15	-12	0.8	0.9	-10	-5
CN1CCc2nc3ccc(Cl)cc3c(-c3ccccc3Cl)c2C1	-17	1	1	0.8	23	-6	1	1.1	1	-2
Cc1ccc(-n2cc(CN(C)Cc3ncc[nH]3)c(-c3cccc(C)c3)n2)cc1	13	1	1	nt	nt	-90	nt	nt	-6	-1
Cc1ccnc2nc(C(=O)Nc3nccs3)nn12	6	1	1	0.9	9	0	1	1	-4	3

Screens deposited in PubChem BioAssay by several laboratories.
